# Bioassay records from PubChem BioAssay.
# Artemis endo inh – Artemis endonuclease inhibitors, primary screen, biochemical, fluorescence intensity, FAM/BHQ-1 hairpin substrate | Protein artemis (Homo sapiens), Q96SD1 | inhibition, % at 10 µM | actives 0.78% (n = 30,000) | recombinant Artemis, quenched FAM hairpin cleavage fluorescence;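 active = at 10 µM dose, at least 30% inhibition, measured as corrected fluorescence normalized to stimulator and neutral control wells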
# Target sequence (Q96SD1 whole entry, looked up): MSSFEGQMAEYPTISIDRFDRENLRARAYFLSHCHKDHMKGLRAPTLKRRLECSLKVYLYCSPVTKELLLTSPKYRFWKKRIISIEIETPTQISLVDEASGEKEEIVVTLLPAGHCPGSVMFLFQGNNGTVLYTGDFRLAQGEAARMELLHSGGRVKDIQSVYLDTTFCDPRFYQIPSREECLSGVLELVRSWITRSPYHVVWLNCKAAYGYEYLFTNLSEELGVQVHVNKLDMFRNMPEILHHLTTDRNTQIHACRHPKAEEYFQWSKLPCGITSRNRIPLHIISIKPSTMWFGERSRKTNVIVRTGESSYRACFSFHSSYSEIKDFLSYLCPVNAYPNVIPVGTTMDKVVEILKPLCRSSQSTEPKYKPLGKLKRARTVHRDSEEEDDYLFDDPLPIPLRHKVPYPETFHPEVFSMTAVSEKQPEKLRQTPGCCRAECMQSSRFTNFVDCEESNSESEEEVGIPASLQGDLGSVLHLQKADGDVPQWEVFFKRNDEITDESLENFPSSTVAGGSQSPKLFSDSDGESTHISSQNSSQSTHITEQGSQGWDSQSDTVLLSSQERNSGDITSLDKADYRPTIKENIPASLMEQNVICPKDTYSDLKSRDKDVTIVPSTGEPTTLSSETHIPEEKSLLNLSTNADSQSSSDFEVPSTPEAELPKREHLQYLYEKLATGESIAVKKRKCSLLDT
# * marks the source's active call; other numbers are inactive results. An excerpt; the hit share may differ from the screen's.
SMILES,Artemis endo inh
CCCN(CCC)S(=O)(=O)c1ccc(C(=O)N2CCC(=O)c3ccccc32)cc1,-1
Cc1ccc(S(=O)(=O)NCCC2(C(C)C)CCOC(C)(C)C2)cc1 (stereo unspecified),3
COC(=O)c1nnn(CC(=O)Nc2cccc(Cl)c2)c1C(=O)OC,-5
CCOC(=O)N1CCC(n2c(=S)[nH]c3ccccc3c2=O)CC1,1
COc1cccc(-n2nnnc2SCC(=O)NCc2ccco2)c1,-10
COc1ccc(CNC(=O)C2CC=CCC2C(=O)O)cc1OC (stereo unspecified),-9
CCOC(=O)C1C(=O)NC(c2ccccc2)=NC1c1ccc(C(C)C)cc1 (stereo unspecified),0
CCOC(=O)N1CCC(NC(=O)c2cccnc2SC)CC1,-3
CCOC(=O)CNC(=O)CSc1nnnn1-c1cc(C)ccc1C,-3
COc1ccc(COC(=O)NNC(=O)c2ccccc2Cl)cc1,-4
O=S(=O)(c1cccs1)n1nnc2ccccc21,27
CCc1sc(N(C(=O)Cc2ccccc2)c2ccccc2)nc1-c1ccccc1,6

# Next part (five carried over from the part before).
SMILES,Artemis endo inh
CCOC(=O)N1CCC(NC(=O)c2cccnc2SC)CC1,-3
CCOC(=O)CNC(=O)CSc1nnnn1-c1cc(C)ccc1C,-3
COc1ccc(COC(=O)NNC(=O)c2ccccc2Cl)cc1,-4
O=S(=O)(c1cccs1)n1nnc2ccccc21,27
CCc1sc(N(C(=O)Cc2ccccc2)c2ccccc2)nc1-c1ccccc1,6
COC(=O)c1sccc1-n1cccc1C(=O)N1CCOCC1,-8
COc1ccc(OC)c2c(N)c(C#N)c(C(F)(F)C(F)(F)F)nc12,2
Clc1ccc2c(c1)CNc1c(ncnc1N1CCOCC1)O2,-6
CCOc1ccccc1-c1cc(-c2ccc(OC)cc2)nc2c1c(=O)n(C)c(=O)n2C,2
CCOc1ccc(OCc2ccc(C(=O)OCc3ccccn3)o2)cc1,-2
N#Cc1nc(-c2ccc(OCc3ccccc3)cc2)oc1NCc1ccco1,-5
CCCCOC(=O)CSC1=C(C#N)C(c2ccc3c(c2)OCO3)CC(=O)N1 (stereo unspecified),10
O=P(O)(CP(=O)(c1ccccc1)c1ccccc1)c1ccccc1,2
Oc1[nH]c2ccccc2c1N=Nc1ccc(C(F)(F)F)cn1,-3
COc1ccc(N(CC(=O)Nc2ccc3c(c2)OCCO3)S(C)(=O)=O)c(OC)c1,3
c1ccc2c(c1)OCC(c1csc3ncnc(N4CCCC4)c13)O2 (stereo unspecified),4
COc1ccc(OCC(=O)O/N=C(\N)Cc2ccc(Cl)cc2Cl)cc1,6
Cc1cc(/C=N/n2cnnc2)c(C)n1-c1ccccc1,-4
Cc1ccc(S(=O)(=O)N2CCN(C(=O)c3ccc(OCc4c(C)noc4C)cc3)CC2)cc1,6
CCCOc1ccc(N2C(=O)CC(NCc3cccs3)C2=O)cc1 (stereo unspecified),-5
CCOC(=O)C1CCN(C(=O)CN(c2ccc(Cl)c(C(F)(F)F)c2)S(C)(=O)=O)CC1,-4
Cc1nc(CS(=O)c2ccccc2)cc(N2CCOCC2)n1 (stereo unspecified),0
COc1cc(N2CCCC2)c(OC)cc1/C=C(/C#N)c1ccc(F)cc1,-12
CCC(=O)Nc1nc2ccccc2n1CCN1CCOCC1,-3
O=C1NC2(Nc3ccccc31)C(=O)Nc1ccccc12 (stereo unspecified),10
Cc1cc(C)cc(Oc2ccc(C(F)(F)F)cc2C#N)c1,0
CC(=O)NCCSC(=O)c1ccc(F)cc1,1
O=C(Cn1sc2ccccc2c1=O)NC12CC3CC(CC(C3)C1)C2,12
CCCNC(=O)N1CCN(C(=O)NCCC)CC1,2
CC(C)C(=O)Nc1cccc(-c2nc3ccccc3o2)c1,-9
CCOC(=O)C1CCN(C(=O)CCc2ccccc2)CC1,-6
Clc1ccc(OCCN2CCOCC2)cc1Cl,0
CCOc1ccc2[nH]c(=O)c(CN(CCO)C(=O)c3ccccc3F)cc2c1,0
CC(Sc1ccc(Cl)cc1)C(=O)NCc1ccc2c(c1)OCO2 (stereo unspecified),-1
COc1ccc(C(=O)Nc2ccccc2C(=O)NC(C)C)cc1OC,1
CC1(C)CC(CC(=O)NC(=S)Nc2ccc([N+](=O)[O-])cc2)C(=O)O1 (stereo unspecified),-2
O=C(O)CCC(=O)Nc1ccc(S(=O)(=O)N2CCCC2)cc1,-4
CCCCC(c1nnnn1C1CCCC1)N1CCN(C2CCCC2)CC1 (stereo unspecified),3
O=C(NCCc1ccc(S(=O)(=O)N2CCCC2)cc1)c1cccs1,-4
CCn1nnc(NC(=O)c2cccnc2)n1,-8
COC(=O)c1ccc(OCC(O)CN(CC(C)C)CC(C)C)cc1 (stereo unspecified),2
Cc1ccc(-c2n[nH]c(=S)n2/N=C/C=C/c2ccccc2[N+](=O)[O-])cc1,23
COc1ccc(NC(=O)CN2CCN(CC(=O)Nc3ccccc3F)CC2)c(OC)c1,-3
N#C/C(=C\c1ccc(N2CCOCC2)o1)c1nc2ccccc2[nH]1,-52
Cc1cc(/C=N/NC(=O)CC2(C)OCCO2)c(C)n1-c1ccc(Cl)c(Cl)c1,2
O=C(NCc1cccs1)C1CCCN(S(=O)(=O)c2ccc(Br)s2)C1 (stereo unspecified),-3
Cc1ccccc1N(C(=O)Cn1nnc2ccccc21)C(C(=O)NCc1ccco1)c1ccncc1 (stereo unspecified),-4
Cc1cccc(/C=C2/S/C(=N/N=C3\CC4CCC3(C)C4(C)C)NC2=O)c1 (stereo unspecified),23
O=C(C1CCCN1C(=O)c1cccs1)N1CCN(Cc2ccc3c(c2)OCO3)CC1 (stereo unspecified),5
O=C(COC(=O)c1ccc(Br)o1)NCc1ccco1,-1
O=C(NCc1ccco1)C(c1ccc(F)cc1)N(CC1CCCO1)C(=O)Cn1nnc2ccccc21 (stereo unspecified),-4
CCC1(C)Cc2c(sc3nc4n(c(=O)c23)CCS4)CO1 (stereo unspecified),-12
CCSC1=C(C#N)C(c2ccc3c(c2)OCO3)C2=C(CCCC2=O)N1 (stereo unspecified),-9
Cc1nnc(SCc2nc3ccccc3nc2C)s1,-10
CC(C)C1S/C(=N/N=C/c2cccs2)NC1=O (stereo unspecified),-5
Cc1cc(=O)n2[nH]c(C(=O)O)nc2n1,2
COC(=O)C1CCN(C(=O)Cc2ccc(C)cc2)CC1,8
CC(C)(C)n1nc(-c2ccc(F)cc2)c2c(N)ncnc21,-7
COc1ccccc1C(=O)NCCC(=O)N1CC(=O)Nc2ccccc21,-11
Cn1c(=O)c2c(ncn2CC(N)=O)n(C)c1=O,-6
Cc1cccc(N2C(=O)CC(Sc3nc(-c4ccccc4)c4cc(Cl)ccc4n3)C2=O)c1 (stereo unspecified),3
Cn1nnc(NC(=O)c2ccccc2F)n1,-12
O=C(c1ccco1)N1CCN(c2ncnc3c2[nH]c2ccc(Br)cc23)CC1,18
CCS(=O)(=O)n1nc(-c2ccccc2)nc1SCc1ccccc1,-3
CC1(C)Cc2c(sc3nn[nH]c(=O)c23)CO1,6

# New compounds follow:
SMILES,Artemis endo inh
N#Cc1cc2c(nc1SC1CCCCC1O)CCCC2 (stereo unspecified),4
c1ccc(-c2nc3nc4ccccc4nc3n2Cc2ccco2)cc1,-6
Cc1cc2oc(=O)cc(C)c2c(=O)o1,-1
CCOc1ccccc1-c1nnc(SCC(=O)NC2CC3CCC2C3)n1CC (stereo unspecified),-8
CC(=O)N1N=C(c2ccncc2)OC12CCCCC2,-7
FC(F)C(F)(F)C1=CC(c2cccs2)=NCCN1,-1
CC(=O)N1CCc2cc(S(=O)(=O)NC(C(=O)NC3CCCc4ccccc43)C(C)C)ccc21 (stereo unspecified),2
CN(C)CCCNC(=O)c1ccc(CN(c2ccccc2)S(C)(=O)=O)cc1,3
CN(C)CCOc1nc(-c2ccccc2)nc2c1oc1ccccc12,9
O=C(Cn1cnc2ccccc21)OCC(=O)N1CCc2ccccc2C1,1
Cc1cc(C)nc(SCc2nnc(SCC(=O)Nc3nccs3)n2C)n1,-1
Cc1ccc(-c2nnn(CC(=O)N3CCCCC3)n2)c(-n2cnnn2)c1,-9

# 5 compounds already listed, ordered by length of the SMILES, smallest number first:
SMILES,Artemis endo inh
CCCCOC(=O)CSC1=C(C#N)C(c2ccc3c(c2)OCO3)CC(=O)N1 (stereo unspecified),10
O=C(c1ccco1)N1CCN(c2ncnc3c2[nH]c2ccc(Br)cc23)CC1,18
Cc1cccc(/C=C2/S/C(=N/N=C3\CC4CCC3(C)C4(C)C)NC2=O)c1 (stereo unspecified),23
O=C(NCc1ccco1)C(c1ccc(F)cc1)N(CC1CCCO1)C(=O)Cn1nnc2ccccc21 (stereo unspecified),-4
CCOC(=O)C1CCN(C(=O)CN(c2ccc(Cl)c(C(F)(F)F)c2)S(C)(=O)=O)CC1,-4

# The list goes on.
SMILES,Artemis endo inh
COc1ccc(-n2nc(C(=O)Nc3ccc4c(c3)OCO4)c3ccccc3c2=O)c(OC)c1,10
Cc1noc(C)c1COC(=O)c1cc(F)c(F)cc1Cl,4
CCN(CC)S(=O)(=O)c1ccc(Cc2ncc(C(F)(F)F)cc2Cl)s1,9
Cc1ccc2cc3cc(C(=O)N4CCCCCC4)oc3nc2c1,1
Cc1sc2nc3n(c(=O)c2c1C)NC(=O)CC3,2
O=C(Oc1ccccc1N1C(=O)CCC1=O)c1ccco1,7
Cc1nc2cc(NC(=O)N3CCCCC3)ccc2n1C,-1
C=CCNc1nc(SCC=C)nc2ccsc12,-9
C/C(=N\OC(=O)c1ccc(Cl)cc1)c1sc(-c2ccccc2)nc1C,3
CCOc1ccc(N(CC(=O)NCc2ccco2)S(=O)(=O)c2ccc(OC)c(OC)c2)cc1,1
O=C(CN1C(=O)c2ccccc2S1(=O)=O)N1CCN(c2cccc(Cl)c2)CC1,9
Cc1ccccc1OCc1nc2ccccc2c(=O)n1N,11
CC(C)CC(=O)Nc1nc2ccc(S(=O)(=O)N3CCOCC3)cc2s1,2
COC(=O)c1ccc(CSc2nnc3sc4ccccc4n23)o1,2
COc1ccc(CCNC(=O)c2sc(=S)n(C)c2N)cc1,5
COC(=O)c1ccccc1OC(=O)c1ccc(Br)o1,3
CCCn1nc(CC(=O)OCC)c2ccccc2c1=O,4
CCc1nnc(NC(=O)c2cccnc2)s1,-6
COC(=O)c1c(C)nc(C)c2c(=O)oc3ccccc3c12,5
Nc1c(C(=O)NCC2CCCO2)c2nc3ccccc3nc2n1-c1ccccc1 (stereo unspecified),8
CCn1c2ccccc2c2cc(NC(=O)CCCN3C(=O)CCC3=O)ccc21,2
CCOC(=O)CCC(=O)N1CCOCCN(C(=O)CCC(=O)OCC)CCOCC1,-1
Cc1cc(/C=N/n2cnnc2)c(C)n1-c1ccc(OCc2ccc(Cl)cc2Cl)cc1,42*
Cc1ccc2cc(CN(Cc3ccco3)C(=O)c3ccccc3)c(=O)[nH]c2c1C,-1

# Brought forward from above: two entries, then new ones.
SMILES,Artemis endo inh
Cc1cc(/C=N/n2cnnc2)c(C)n1-c1ccc(OCc2ccc(Cl)cc2Cl)cc1,42*
Cc1ccc2cc(CN(Cc3ccco3)C(=O)c3ccccc3)c(=O)[nH]c2c1C,-1
O=C(CC1CCCCC1)NCc1cn2ccsc2n1,-6
O=Cc1ccc(N2CCCCCC2)cc1,23
CCS(=O)(=O)c1ccc2oc(SCC(=O)c3ccco3)nc2c1,14
CCOC(=O)c1[nH]c(COC(=O)C2CC(=O)N(Cc3ccccc3)C2)c(C(=O)OCC)c1C (stereo unspecified),-4
CCc1ccc2[nH]c(=O)c(C(c3nnnn3CCOC)N3CCN(c4ccccc4)CC3)cc2c1 (stereo unspecified),5
O=S(=O)(c1cccc(S(=O)(=O)N2CCN(c3ncccn3)CC2)c1)N1CCOCC1,-1
CCOC(=O)CC1=C(C(=O)OCC)C(c2cccs2)C(C#N)=C(N)O1 (stereo unspecified),0
COc1ccc2[nH]c(=O)c(CN(C3CCCCC3)C(c3nnnn3Cc3ccco3)C(C)C)cc2c1 (stereo unspecified),19
Cc1ccc(S(=O)(=O)c2c(C)cc(C)nc2Cl)cc1,1
O=c1[nH]c(C2CCCN(S(=O)(=O)c3ccccc3)C2)nc2c1nnn2Cc1ccccc1F (stereo unspecified),10
c1ccc(-c2cc3n(c2)CCc2ccccc2-3)cc1,-5
O=C(Cc1ccccc1)NC(Nc1ccccc1)C(Cl)(Cl)Cl (stereo unspecified),31*
NC(=O)C1CCN(c2oc(-c3ccccc3F)nc2S(=O)(=O)c2ccc(Cl)cc2)CC1,-4
CCOC(=O)c1ccc(NC=C2C(=O)OC3(CCCCC3)OC2=O)cc1,-3
CCOC(=O)Cc1nnn(CC(=O)OCC)n1,-4
Cc1cc(C)c(C#N)c(Oc2ccc(F)cc2)n1,-6
CCOC(=O)c1ccc(-n2c(=O)[nH]c3ccccc3c2=O)cc1,-3
CC(=O)/C=C\c1cn(-c2ncc(C(F)(F)F)cc2Cl)c2ccccc12,2
CN(C(=O)C1CCOC1)c1nnc(-c2ccncc2)s1 (stereo unspecified),-3
CC(=O)Nc1ccc(Oc2ncccn2)cc1,-13
Cc1nn(-c2ccccc2)c(CC(C)(C)C(=O)O)c1C(=O)O,6
O=S(=O)(/N=C(/Nc1ccc(F)cc1F)c1ccc(Cl)cc1)c1ccccc1,3
COc1ccc(N(Cc2cc3ccc(C)cc3[nH]c2=O)C(=O)c2ccco2)cc1,7
COCCn1c(N)c(C(=O)Nc2sc3c(c2C(=O)OC)CCCC3)c2nc3ccccc3nc21,13
O=C(NCc1csc(-c2ccccc2)n1)c1ccco1,-19
O=C(CSc1n[nH]c(-c2ccccc2)n1)Nc1ccc(Br)cn1,-6
